Screening data (PubChem BioAssay)
GIRK2 act – Activators of human GIRK2-containing channels; P48051; HEK293 GIRK2/NPY4 cells, thallium flux fluorescence; activation (% efficacy), % for hits at 37.5 µM; 34,000 tested, under 10 active; AID 1259324;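 active means primary screen hit, no activity in plain HEK293 cells, and in GIRK2-only cells above 5% efficacy rising with concentration; inactive means the rest, including fluorescent compounds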;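 further: efficacy is normalized control-subtracted fluorescence 15 s after thallium addition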
Target sequence (P48051 whole entry, looked up): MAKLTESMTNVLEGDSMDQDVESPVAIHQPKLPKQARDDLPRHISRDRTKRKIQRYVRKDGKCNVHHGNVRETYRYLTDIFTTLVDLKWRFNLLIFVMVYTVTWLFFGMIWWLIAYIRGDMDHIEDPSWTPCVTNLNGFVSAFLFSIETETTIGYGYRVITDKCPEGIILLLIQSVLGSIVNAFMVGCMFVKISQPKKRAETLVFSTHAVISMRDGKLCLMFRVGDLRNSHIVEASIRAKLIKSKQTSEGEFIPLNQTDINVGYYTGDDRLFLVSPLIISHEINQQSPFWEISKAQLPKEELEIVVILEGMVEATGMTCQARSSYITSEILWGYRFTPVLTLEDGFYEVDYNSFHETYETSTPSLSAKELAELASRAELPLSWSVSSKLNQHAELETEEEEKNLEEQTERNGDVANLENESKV
Calls only; i = inactive. The list is partial; the hit share may differ from the screen's.

Structure | GIRK2 act
CC1(C)C2CCC1(C)C(OCC(O)CN(CCO)Cc1ccccc1)C2 (stereo not given) | i
Cc1cc(=O)n(CC(=O)Nc2ccc(-c3ccc(=O)[nH]n3)cc2)cn1 | i
COCCC(=O)c1c(N)n(C)c(=O)n(C)c1=O | i
CCCNC(=O)CSc1ccc(NC(=O)c2ccccc2)nn1 | i
O=C(CN1CCC2(CC1)NC(=O)N(Cc1ccc(Cl)cc1)C2=O)c1ccc(Cl)cc1 | i
Cc1ccc(NC(=O)c2cc(Br)ccc2Cl)cc1N1CCCCC1=O | i
COc1ccc(OC)c(-c2ccc(=O)n(CC(=O)Nc3cccc(C(C)=O)c3)n2)c1 | i
CC1CN(c2ncnc3c2cnn3CCNC(=O)CCc2ccccc2)CC(C)O1 (stereo not given) | i
CCOC(=O)c1ccc(NC(=O)c2ccc(=O)n(Cc3cccc([N+](=O)[O-])c3)c2)cc1 | i
Cc1ccc(C2=NC(C)(C)N=C2SCC(=O)Nc2ccc3c(c2)OCCO3)cc1 | i
COCCn1c(=O)c2c(nc3n(-c4ccccc4F)c(C)cn23)n(C)c1=O | i
O=C(NCc1cccs1)c1ccc2c(=O)nc3c(-c4ccc(Cl)cc4)n[nH]n3c2c1 | i
COc1ccc(C)cc1NC(=O)CSc1ccc(NC(=O)C2CC2)nn1 | i
Cc1nn(C)cc1CN(C)C(=O)CC(c1ccccc1)c1ccccc1 | i
O=C(COc1cccc(C(F)(F)F)c1)N1CCN(c2ccc(-c3ccco3)nn2)CC1 | i
OCCN1CCN(CC(O)COCC23CC4CC(CC(C4)C2)C3)CC1 (stereo not given) | i
CCCn1nc2ccc(S(=O)(=O)N3CCC(C)CC3)cn2c1=O | i
COc1cccc(-c2nc3ccccc3n2CC(=O)OC(C)C)c1 | i
CCOc1ccc(-c2cc(=O)n(CC(=O)NCc3ccncc3)cn2)cc1 | i
CC(=O)c1ccc(N2CCN(C(=O)c3sc(-n4cccc4)nc3C)CC2)cc1 | i
COc1ccccc1NC(=O)CSc1c(C)cnc2c1c(=O)n(C)c(=O)n2C | i
Cc1c(C(=O)N2CCC(O)CC2)c(C(F)(F)F)nn1-c1ccccc1 | i
CCC(CO)NC(=O)C(=O)Nc1cc(F)ccc1F (stereo not given) | i
O=C(C1CC1c1ccc2c(c1)OCO2)N1CCNCC1 (stereo not given) | i

Six compounds out of the list, arranged by SMILES length, ascending.
Structure | GIRK2 act
CCC(CO)NC(=O)C(=O)Nc1cc(F)ccc1F (stereo not given) | i
COc1cccc(-c2nc3ccccc3n2CC(=O)OC(C)C)c1 | i
CCCn1nc2ccc(S(=O)(=O)N3CCC(C)CC3)cn2c1=O | i
OCCN1CCN(CC(O)COCC23CC4CC(CC(C4)C2)C3)CC1 (stereo not given) | i
CCOc1ccc(-c2cc(=O)n(CC(=O)NCc3ccncc3)cn2)cc1 | i
COc1ccccc1NC(=O)CSc1c(C)cnc2c1c(=O)n(C)c(=O)n2C | i

(more compounds)
Structure | GIRK2 act
CCCCOc1ccc(C(=O)NCc2ccsc2)cc1 | i
Cc1cccc(Nc2ccc(N3CCN(C(=O)c4cc5ccccc5oc4=O)CC3)nn2)n1 | i
COc1ccc(S(=O)(=O)CC(=O)Nc2sc3c(c2C(N)=O)CCCCC3)cc1 | i
CCCCNC(=O)CSc1nc2c(-c3ccccc3)c[nH]c2c(=O)n1C1CC1 | i
CCCCOCC(O)CN1CCN(c2cccc(C(F)(F)F)c2)CC1 (stereo not given) | i
CCN(C(=O)c1cc2cccnc2n(Cc2ccccc2)c1=O)c1cccc(C)c1 | i
CC(=O)NCCc1nc2ccccc2n1CCOc1ccc(C)cc1 | i
CCOc1cc(C)c(C)cc1S(=O)(=O)N1CCC(C(N)=O)CC1 | i
COc1ccc(CCNC(=O)c2csc(Nc3ccccc3)n2)cc1OC | i
O=C(/C=C/c1ccccc1)Nc1ccc(CC(=O)N2CCCC2)cc1 | i
Cc1cc(-c2nnc(NC(=O)CCCSc3ccc(Cl)cc3)o2)nn1C | i
Cc1nc2ccc3nc(NC(=O)c4c(C)cnn4C)sc3c2s1 | i
COc1ccc2nc(N(Cc3ccccc3)C(=O)c3cc(C)no3)sc2c1 | i
COc1ccc(C(=O)N2CCN(c3ccc(-c4cccnc4)nn3)CC2)c(OC)c1 | i
Cn1nnc2c(N3CCN(S(=O)(=O)c4cc(F)ccc4F)CC3)ncnc21 | i
COc1ccc(NC(=O)c2nnn(-c3ccccc3C)c2N)cc1 | i
COc1ccccc1NC(=O)NCCn1nc(-c2ccc(C)cc2)ccc1=O | i
COc1ccc(-c2nnc3ccc(OCCNC(=O)c4ccco4)nn23)cc1OC | i
Cc1ccc(-n2c(C)c(C)n3c4c(=O)n(CC(N)=O)c(=O)n(C)c4nc23)c(C)c1 | i
O=C(COc1ccc(F)cc1F)NCCOc1cccc(C(F)(F)F)c1 | i
Cc1cc(NC(=O)c2ccccc2C(F)(F)F)ccc1N1CCCC1=O | i
CCOC(=O)c1csc(NC(=O)c2ccc(=O)n(Cc3cccc(F)c3)n2)n1 | i
O=C(CCn1ccc(=O)[nH]c1=O)NCCOc1ccc2nnc(-c3cccc(F)c3)n2n1 | i
O=S(=O)(NCC1CCN(Cc2ccsc2)CC1)c1cccnc1 | i
Cc1cccc(CN(c2ccc3c(c2)OCO3)S(=O)(=O)c2ccc3nncn3c2)c1 | i
O=C(CSc1ccc(NC(=O)c2ccccc2)nn1)Nc1ccc2c(c1)OCO2 | i
Cn1nc2n(C)c(=O)c3ccc(C(=O)NC4CCCCC4)cc3n2c1=O | i
COCC(=O)N1CCCc2ccc(NS(=O)(=O)c3c(C)n[nH]c3C)cc21 | i
CSc1ccc(C(=O)Nc2ccc3scnc3c2)cc1 | i
O=S(=O)(Cc1cccc(Cl)c1)N(Cc1ccccn1)Cc1ccco1 | i
COc1ccc(S(=O)(=O)CC(=O)Nc2ccccc2Oc2ccccc2)cc1 | i
O=C(C1CCCN(c2ccc(-n3ccnc3)nn2)C1)N1CCc2ccccc2C1 (stereo not given) | i
COc1cc(OC)c(NC(=O)C2CCCN(c3cnc4ccccc4n3)C2)cc1Cl (stereo not given) | i
CCCCc1ccc(NC(=O)CN2CCN(c3ncnc4c3nnn4C)CC2)cc1 | i
CCCCC(=O)Nc1nnc(-c2cc(C)n(C)n2)o1 | i
COc1cc(N/C=c2\c(C)c(C#N)c3nc4ccccc4n3c2=O)cc(OC)c1 | i
C#CC1(OCC(O)CN2CCN(c3ccccc3OC)CC2)CCCCC1 (stereo not given) | i
CN(C)S(=O)(=O)c1ccc(C(=O)NCc2ccsc2)cc1 | i
CCCCC1CCC(C(=O)Nn2cnc3c(cnn3-c3ccc(C)cc3)c2=O)CC1 (stereo not given) | i
CS(=O)(=O)N1CCCC(C(=O)Nc2nc(-c3ccc(Cc4ccccc4)cc3)cs2)C1 (stereo not given) | i
Cc1cc(=O)n(CC(=O)N2CCN(c3ccc(C(F)(F)F)cn3)CC2)cn1 | i
COC(=O)c1nnn(CC(=O)NCc2ccc3c(c2)OCO3)c1C(=O)OC | i
COc1ccc(C2(CNS(=O)(=O)c3ccc(NC(C)=O)cc3C)CCCC2)cc1 | i
Cc1cc(C)n(CCN2CCCN(S(=O)(=O)c3ccc4c(c3)CCCC4)CC2)n1 | i
O=C(Nc1ccc([N+](=O)[O-])cc1)c1ccc(=O)n(Cc2cccc(C(F)(F)F)c2)c1 | i
O=C(Nc1ccncc1)c1ccc(S(=O)(=O)N2CCCC2)cc1 | i
O=C(Nc1noc2ncccc12)c1cccs1 | i
Cn1cccc1C(CNS(=O)(=O)c1ccc(Cl)cc1)N1CCc2ccccc2C1 (stereo not given) | i
Cc1cccc(NC(=O)c2ccc3nn(CC(=O)N4CCN(c5ccccc5)CC4)c(=O)n3c2)c1 | i
O=C(Nc1ccon1)C1CN(C(=O)c2cccs2)C1 | i
Cc1cc(NC(=O)C(=O)NCC(c2cccn2C)N2CCCC2)no1 (stereo not given) | i
COc1ccc(NC(=O)c2ccc(=O)n(Cc3ccccc3F)c2)c(OC)c1 | i
CCCCOc1ccccc1-n1c(C)cn2c3c(=O)n(C)c(=O)n(C)c3nc12 | i
COc1ccc(C(=O)N2CCN(c3ccc(-c4ccc5c(c4)OCO5)nn3)CC2)cc1OC | i
Cn1nnc2c(N3CCN(CC(=O)Nc4cccc(Cl)c4)CC3)ncnc21 | i
COc1cccc(OC)c1OCC(O)CN1CCN(CCO)CC1 (stereo not given) | i

The results go on.
Structure | GIRK2 act
Cc1nc(C)c(CC(=O)Nc2ccc3c(c2)OCO3)s1 | i
COC(=O)c1c(C)[nH]c(C(=O)CN2CCCCCC2)c1C | i
Cc1ccc(-c2ccc(SCC(=O)NC3CCCCC3)nn2)c(C)c1 | i
Cc1ccc(S(=O)(=O)N2CCN(C(=O)CC(C)n3nc(C)cc3C)CC2)cc1 (stereo not given) | i
COCCNC(=O)C(=O)NCC1CCN(Cc2cccs2)CC1 | i
Cc1ccccc1-c1ccc(N2CCN(C(=O)Cc3cccs3)CC2)nn1 | i
CC(=O)c1ccc(N2CCN(C(=O)c3ccc(Cn4c(=O)[nH]c5ccccc5c4=O)cc3)CC2)cc1 | i
CCN1C(=O)c2cccc3c(NC(=O)CSCc4ccccc4)ccc1c23 | i
Cc1cccc(OCC(O)Cn2c(C3CC(=O)N(c4ccc(F)cc4)C3)nc3ccccc32)c1 (stereo not given) | i
CCOc1cccc2sc(=NC(=O)c3ccnn3C)n(CC)c12 | i
CC(C)Oc1ccc(C(=O)Nc2cccc(N3CCCCC3=O)c2)cc1 | i
O=C(CN1CCC(c2cccs2)CC1)N1CCN(c2ccccc2)CC1 | i
O=C(Nc1ccc2c(c1)N(C(=O)c1ccco1)CC2)c1ccccc1F | i
O=C(NCCC(O)c1cccs1)c1ccc(S(=O)(=O)N2CCCC2)cc1 (stereo not given) | i
C=CCCC(=O)NCCn1nc(C)cc1C | i
Cc1ccc(-c2cc3c(=O)n(Cc4nc(-c5ccccc5C)no4)ccn3n2)cc1C | i
CN1CCOc2ccc(NC(=O)c3cnccn3)cc2C1=O | i
O=C(CSc1nc(=O)n(CC2CCCO2)c2c1CCC2)NC1CCCCC1 (stereo not given) | i
CCN(CC)S(=O)(=O)c1ccc(C(=O)Nc2ccc3ncsc3c2)cc1 | i
Cc1cc(C)c2sc(NC(=O)C3CCCCN3S(C)(=O)=O)nc2c1 (stereo not given) | i
COc1ccccc1NC(=O)C(=O)NCC1CCN(Cc2ccsc2)CC1 | i
CCOC(=O)Nc1nc(CC(=O)NC2CCCCC2)cs1 | i
O=C(Nc1nc(CC(=O)N2CCc3ccccc32)cs1)c1ccc(=O)[nH]c1 | i
O=C(c1nn(-c2ccc(F)cc2)cc1OCc1ccc(F)cc1)N1CCCCC1 | i
CCN1C(=O)Cc2cc(NC(=O)Nc3cc(Cl)ccc3OC)ccc21 | i
COc1cc(Cl)c(C)cc1NC(=O)C1COc2ccccc2O1 (stereo not given) | i
O=S(=O)(NCC1(c2cccs2)CCCC1)c1cc(F)ccc1F | i
COCC(=O)N1CCCc2ccc(NC(=O)NCc3ccc(F)cc3)cc21 | i
CCc1nc2ccccc2n1Cc1ccccc1OC | i
Cc1cc(C(=O)NCC2CCN(C(=O)NC(C)(C)C)CC2)c(C)o1 | i
O=C(Nc1onc2c1CCC2)C1CCCN1S(=O)(=O)c1ccc(F)cc1 (stereo not given) | i
O=C(NCCC1=CCCCC1)C(=O)Nc1ccc(Cl)c(N2CCCS2(=O)=O)c1 | i
CCCS(=O)(=O)Nc1ccc2c(c1)N(C(=O)c1ccco1)CC2 | i
CCOc1ccccc1NC(=O)CN1CCC(c2nnc(-c3ccc(F)cc3)o2)CC1 | i
O=S(=O)(NCc1ccc2c(c1)OCO2)c1c(Cl)cccc1Cl | i
CS(=O)(=O)Nc1ccc2c(c1)CCCN2S(=O)(=O)c1cccs1 | i
O=C(c1cncc(Br)c1)N1CCN(Cc2nc(-c3ccccc3)cs2)CC1 | i
O=C(c1ccccc1)N1CCC2(CC1)NC(=O)N(Cc1ccc(F)cc1)C2=O | i
Cc1nn2c(NCCCN(C)C)c3c(nc2c1-c1ccccc1)CCCC3 | i
CC(C)C(=O)Nc1ccc(C(=O)NCCNC(=O)CCC2CCCCC2)cc1 | i
CC(=O)c1ccc(S(=O)(=O)Nc2cccc(-c3csc4nc(C)cc(=O)n34)c2)cc1 | i
COc1ccc(Nc2nc(N3CCOCC3)nc3[nH]ncc23)cc1 | i
CC(C)C(=O)N1CCCc2ccc(NC(=O)C(=O)NCc3ccc4c(c3)OCO4)cc21 | i
CN(C)C(CNC(=O)C(=O)Nc1ccc(OC(F)(F)F)cc1)c1cccn1C (stereo not given) | i
O=C(NCc1nc2ccccc2[nH]1)c1cc(Cl)ccn1 | i
CCOc1cn(-c2ccc(F)cc2)nc1C(=O)NCC1CCCO1 (stereo not given) | i
CCCNC(=O)c1nnn(-c2ccccc2OCC)c1C | i
COc1cccc2cc(C(=O)Oc3ccc(F)cc3)c(=O)oc12 | i
O=S(=O)(/C=C/c1ccccc1)N1CCC(Cn2ccnc2-c2ccccc2)CC1 | i
Cc1ccc(NC(=O)C(=O)NCC2CCN(C(=O)Oc3ccccc3)CC2)cc1C | i
O=C(COc1ccccc1F)Nc1cc(-c2ccco2)nn1CCO | i
Cc1ccc(-n2nc(C)c(=O)c(-c3ccccc3)c2NC(=O)c2cccs2)cc1C | i
O=c1c2sccc2n(Cc2nc(-c3ccccc3Cl)no2)c(=O)n1Cc1ccc(F)cc1 | i
COCCNC(=O)c1c(C(F)(F)F)nn(C2CCN(C(C)C)CC2)c1C | i
